# Compound activity as filed in PubChem.
# PDI inh = inhibitors of human PDI, primary screen, biochemical, turbidity, single point, plate reader; PDI insulin aggregation turbidity, A650, 90 min; inhibition, % at 10 µM; 350,000 tested, 0.052% active; AID 588391, 2011;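 active = mean inhibition across replicates of 30% or more, whatever share of single replicates reach that level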;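 also: absorbance from insulin aggregation driven by PDI reduction with DTT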
# Target sequence (P07237 whole entry, looked up): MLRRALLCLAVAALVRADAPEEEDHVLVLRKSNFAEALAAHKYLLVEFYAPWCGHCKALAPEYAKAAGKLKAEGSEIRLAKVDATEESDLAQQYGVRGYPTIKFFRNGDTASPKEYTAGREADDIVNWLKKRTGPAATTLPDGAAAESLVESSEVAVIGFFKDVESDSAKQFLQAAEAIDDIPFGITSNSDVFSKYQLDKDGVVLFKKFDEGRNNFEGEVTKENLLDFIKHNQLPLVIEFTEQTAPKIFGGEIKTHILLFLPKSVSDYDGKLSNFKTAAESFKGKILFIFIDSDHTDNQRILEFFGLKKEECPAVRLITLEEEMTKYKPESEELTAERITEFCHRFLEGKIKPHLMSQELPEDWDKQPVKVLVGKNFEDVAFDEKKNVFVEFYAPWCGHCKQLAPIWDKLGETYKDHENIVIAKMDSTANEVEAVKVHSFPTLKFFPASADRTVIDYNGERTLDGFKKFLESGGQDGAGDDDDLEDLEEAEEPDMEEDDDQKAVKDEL
# Peg3 prom inh = Peg3 promoter-driven luciferase inhibitors, primary screen, cell-based, HeLa, luciferase luminescence | inhibition, % at 20 µM | AID 588405, 2011 | HeLa PEG-Prom luciferase reporter, overnight | 360,000 tested, 1.7% active;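 active = inhibition of at least 50% at 20 µM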
# H9c2 protect = cardioprotection against H2O2-induced cell death, primary screen, uHTS, H9c2 cells, ATPLite luminescence. protection from H2O2 cell death, % at 20 µM. 360,000 tested, 0.63% active. H9c2 cardiomyocytes, H2O2 injury protection, 2 h;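 active = compounds giving at least 50% protection of heart cells from peroxide-induced death in the single-dose screen, raw or plate-pattern-corrected value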;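 also: 0% = DMSO wells with peroxide and 100% = DMSO wells without peroxide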
# NR2E3 ag-1 = NR2E3 agonists in two-hybrid cells, primary screen, cell-based, luminescence, CHO-S, Gal4-NCOR/VP16-NR2E3. Photoreceptor-specific nuclear receptor (Homo sapiens), Q9Y5X4. luciferase. inhibition of corepressor binding, % at 3.98 µM. 360,000 tested, 0.35% active. AID 602229, 2012;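 active = inhibition above the mean of all tested compounds plus 3 SD, cut at about 70% in these data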;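 also: 0% = DMSO with NR2E3 transfected cells and 100% = cells lacking NR2E3 construct; higher means lower luciferase signal from less NR2E3 corepressor binding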
# Target sequence (Q9Y5X4 whole entry, looked up, the tested form may be a part): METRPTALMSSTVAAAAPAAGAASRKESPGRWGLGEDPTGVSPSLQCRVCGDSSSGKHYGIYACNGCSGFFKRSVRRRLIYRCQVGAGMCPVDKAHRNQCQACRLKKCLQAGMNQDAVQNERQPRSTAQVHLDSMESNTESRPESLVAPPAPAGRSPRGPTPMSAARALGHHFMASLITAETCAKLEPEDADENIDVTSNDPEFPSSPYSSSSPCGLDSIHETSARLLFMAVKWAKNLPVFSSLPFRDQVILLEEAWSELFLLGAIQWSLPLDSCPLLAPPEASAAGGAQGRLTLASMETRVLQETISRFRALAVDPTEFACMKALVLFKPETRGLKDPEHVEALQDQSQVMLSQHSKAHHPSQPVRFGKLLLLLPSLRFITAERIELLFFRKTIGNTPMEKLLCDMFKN
# CaV13 ICDI inh = Primary screen for inhibitors of IQ motif and Ca2+-dependent inactivation inhibitor domain binding in CACNA1D, Förster resonance energy transfer in living cells, …; HEK cells, CFP/YFP FRET ICDI-IQ, plate reader, 10 min; percent FRET-ratio fall versus neutral wells; inhibition, % at 12.3 µM; 340,000 tested, 0.098% active;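 active = mean replicate inhibition of at least 30% and at least 1% of replicates passing that level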;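 also: 0% = median of the neutral control wells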
# MITF TRPM1 inh = inhibitors of MITF-dependent TRPM1 promoter reporter, primary screen, cell-based, SK-MEL-5, single point, luciferase; 330,000 tested, 0.83% active; inhibition, % at 12.5 µM; SK-MEL-5 TRPM1 promoter luciferase, 24 h;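 active = mean inhibition across replicates of 60% or more, whatever share of single replicates reaches that level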; also: values of inactives mirror those of a sister screen read the other way
# NR2E3 ag-2 = inhibitors of NR2E3-RetCOR corepressor binding, primary screen, NR2E3 agonist project, biochemical, TR-FRET, GST-NR2E3, biotin-RetCOR; 1536-well; inhibition of corepressor binding, % at 4.78 µM; 320,000 tested, 0.12% active; AID 2300, 2010;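 active = percent inhibition above the cutoff of mean plus 3 SD of all tested compounds, set per screening campaign, cut at about 20% in these data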;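 also: 0% = DMSO wells and 100% = biotin wells as full block of FRET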
#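 Test system – NR2E3–RetCOR corepressor complex · Quantity – NR2E3 fusion 1.35 nM · Buffer or medium – Tris pH 7.5 · Incubation – Compound–protein incubation for 5 h at 4 °C · Technique – TR-FRET, Eu(K)-anti-GST donor, streptavidin-D2 acceptor, ex 340, em 617/671 nm · Evaluation – percent inhibition of 671/617 nm emission ratio versus biotin and DMSO controls · Plate – 1536-well format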
# iPSC survival up = enhancers of single-cell hiPSC survival, primary screen, ATPlite luminescence; 100% = ROCK inhibitor wells, 0% = DMSO; survival enhancement, % at 20 µM; 360,000 tested, 0.044% active; AID 602274, 2012; in the data active = survival enhancement above about 18%;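 also: cells exposed to compounds for 16 hours before the ATP read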
# Shn3 3UTR inh = reduction of Shn3 3'UTR firefly luciferase signal, primary screen, Schnurri-3 inhibitor project, cell-based, Clone20 osteoblasts, set 2. inhibition, % at 12.5 µM. Clone20 osteoblast Shn3 3'UTR firefly luciferase, 24 h. 360,000 tested, 0.52% active;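 active = mean inhibition of at least 75% with every replicate also reaching 75%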;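 also: 0% = median of neutral control wells and 100% = pilot-screen positive control compound; some compounds past the cut are filed as inactive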
# HIF-2a inh = HIF-2a reporter inhibitors, primary screen, luminescence, 786-0 RCC cells; 786-0 RCC cells HIF-2a reporter, luciferase luminescence, overnight; AID 624352, 2012; 360,000 tested, 0.72% active; inhibition, % at 18.8 µM;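 active = inhibition of the luminescence signal of 40% or more relative to plate controls, in a single-dose primary screen at 18.75 µM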
# m5-HT2A agonist = mouse Htr2a agonists via beta-arrestin recruitment, primary screen, cell-based, luminescence | 5-hydroxytryptamine receptor 2A (Mus musculus), P35363 | CHO-K1 mHTR2A beta-arrestin complementation; percent of 30 µM serotonin response | activation, % at 7.6 µM | 360,000 tested, 0.66% active | AID 624169, 2012;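 active = activation above a run cutoff, the mean activation of all tested compounds plus 3 SD, cut at about 14% in these data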;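 also: 0% = plate median of compound wells and 100% = 30 µM serotonin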
# An asterisk follows results filed as active; / = no result given. Not a hit list (roughly 3.9% active in at least one column).
# A first look (7 entries):
SMILES,PDI inh,Peg3 prom inh,H9c2 protect,NR2E3 ag-1,CaV13 ICDI inh,MITF TRPM1 inh,NR2E3 ag-2,iPSC survival up,Shn3 3UTR inh,HIF-2a inh,m5-HT2A agonist
CCc1nc2ccc(C(=O)Nc3ccc(NC(C)=O)cc3)cn2c1N(C)CCCc1ccccc1,-5,7,4,18,-12,/,/,-0.6,-8,-12,-2
Cc1cccc(-n2c(SCC(N)=O)nnc2-c2ccco2)c1,6,20,3,-29,0,-12,3,-0.5,-5,15,2
CC(C)N1CCN(Cc2cccc(-c3ccco3)c2)CC1CCO (stereo not given),15,-5,5,7,-6,2,-2,-0.7,-2,14,-3
CCCS(=O)(=O)NC(=O)C1(C)CCN(C(=O)c2ccco2)C1 (stereo not given),2,-3,0,-15,-5,/,/,-1.6,6,6,4
CCC(=O)N(Cc1ccco1)c1nc(C(=O)Nc2ccc(Cl)cc2)c(C)s1,3,-58,-9,-17,-16,8,0,2.1,-15,-75,-3
O=C(Nc1ccc(N=Nc2ccccc2)cc1)c1ccc(Cl)cc1Cl,-3,6,-5,-17,/,-15,2,-3.6,-3,-5,1
C=CCN1C(=O)C(Cc2ccc(OCC)cc2)SC1=Nc1ccc(C(=O)O)cc1 (stereo not given),-14,-5,1,-14,-3,-9,-1,-0.2,3,-13,-4

# Main list, previewed entries included:
SMILES,PDI inh,Peg3 prom inh,H9c2 protect,NR2E3 ag-1,CaV13 ICDI inh,MITF TRPM1 inh,NR2E3 ag-2,iPSC survival up,Shn3 3UTR inh,HIF-2a inh,m5-HT2A agonist
CCc1nc2ccc(C(=O)Nc3ccc(NC(C)=O)cc3)cn2c1N(C)CCCc1ccccc1,-5,7,4,18,-12,/,/,-0.6,-8,-12,-2
Cc1cccc(-n2c(SCC(N)=O)nnc2-c2ccco2)c1,6,20,3,-29,0,-12,3,-0.5,-5,15,2
CC(C)N1CCN(Cc2cccc(-c3ccco3)c2)CC1CCO (stereo not given),15,-5,5,7,-6,2,-2,-0.7,-2,14,-3
CCCS(=O)(=O)NC(=O)C1(C)CCN(C(=O)c2ccco2)C1 (stereo not given),2,-3,0,-15,-5,/,/,-1.6,6,6,4
CCC(=O)N(Cc1ccco1)c1nc(C(=O)Nc2ccc(Cl)cc2)c(C)s1,3,-58,-9,-17,-16,8,0,2.1,-15,-75,-3
O=C(Nc1ccc(N=Nc2ccccc2)cc1)c1ccc(Cl)cc1Cl,-3,6,-5,-17,/,-15,2,-3.6,-3,-5,1
C=CCN1C(=O)C(Cc2ccc(OCC)cc2)SC1=Nc1ccc(C(=O)O)cc1 (stereo not given),-14,-5,1,-14,-3,-9,-1,-0.2,3,-13,-4
Cn1nnnc1SCCNC(=O)C1CCC(=O)N(CCc2cccc(F)c2)C1 (stereo not given),1,2,-1,16,-5,6,1,0.0,-1,-8,9
CCC(=O)Nc1cc(OC)c(NC(=S)Nc2ccccc2CC)cc1OC,-2,-4,4,-30,-12,/,/,-2.6,-2,-1,-3
Cc1ccc(NS(=O)(=O)c2ccc3c(c2)n(C)c(=O)n3C)cc1C,-46,27,-6,11,-20,14,-2,0.4,30,31,-2
CCOC(=O)[C@]12CCC=C1N(Cc1ccc3c(c1)OCO3)C(=O)[C@H](CC(=O)NCc1ccc(OC)c(OC)c1)C2,/,/,/,-29,-17,/,/,0.4,/,1,-2
COC(=O)COc1cccc(/C=N/NC(=O)CCSc2ccccc2)c1,4,24,-5,-17,-4,-5,4,-1.5,6,1,-2
COC(=O)C1CCCCN1C(=O)c1ccc2oc(C(C)C)nc2c1 (stereo not given),15,-55,-8,-4,/,-9,4,0.0,-12,-78,-1
O=C(O)CSc1nnc(-c2ccncc2)n1-c1ccc(Cl)cc1,1,-2,1,-3,-3,7,-4,4.8,-3,6,-2
O=C(CSc1nnc(Cn2c(=O)sc3ccccc32)n1-c1ccccc1)Nc1nccs1,/,1,24,7,-3,10,5,0.2,6,12,2
CC1CCN(c2nc(NCc3ccco3)nc(N)c2[N+](=O)[O-])CC1,-14,19,-5,4,-8,5,2,-1.5,14,11,-3
CC1=NCCN1CCNC(=O)Nc1cc(C)cc(C)c1,-2,15,2,-23,-4,11,-2,0.0,-3,21,0
Cc1ccc(C)c(NC(=O)Cc2coc3cc4c(cc23)CCC4)c1,7,3,0,-3,-5,-4,2,-1.1,-16,10,0
CC(C)(C)c1ccc(C(=O)N2CCNCC2)cc1,-10,-3,4,-3,-5,-4,-5,-2.1,9,-2,3
NC(=O)C1CCN(c2nc3c(S(=O)(=O)c4ccccc4)nnn3c3ccccc23)CC1,12,16,14,-24,-2,-2,4,0.6,14,17,7
O=C(COC(=O)c1ccccc1OCc1ccc(F)cc1)NCC1CCCO1 (stereo not given),-7,8,-9,-8,-3,2,2,0.0,-17,-5,-4
CC(C)NC(=O)c1ccc(-c2ccc(F)c(F)c2)c2ccoc12,4,-115,-12,-28,-6,/,/,2.2,-14,-112,-2
CC1(C(=O)NCc2ccc(Cl)c(Cl)c2)Oc2ccccc2NC1=O (stereo not given),-9,16,-2,12,0,-1,-2,-0.6,-1,31,5
CCOc1ccc(N2CC(C(=O)Nc3nnc(Cc4ccc(OC)cc4)s3)CC2=O)cc1 (stereo not given),-8,-10,-8,-3,-3,-7,2,0.0,-5,12,-4
Clc1ccccc1CSc1cc2c(nn1)-c1ccccc1CC2,0,-284,-24,-117,-1,-60,-1,0.3,-47,-229,-4

# The last 3 entries of the section before open the next one.
SMILES,PDI inh,Peg3 prom inh,H9c2 protect,NR2E3 ag-1,CaV13 ICDI inh,MITF TRPM1 inh,NR2E3 ag-2,iPSC survival up,Shn3 3UTR inh,HIF-2a inh,m5-HT2A agonist
CC1(C(=O)NCc2ccc(Cl)c(Cl)c2)Oc2ccccc2NC1=O (stereo not given),-9,16,-2,12,0,-1,-2,-0.6,-1,31,5
CCOc1ccc(N2CC(C(=O)Nc3nnc(Cc4ccc(OC)cc4)s3)CC2=O)cc1 (stereo not given),-8,-10,-8,-3,-3,-7,2,0.0,-5,12,-4
Clc1ccccc1CSc1cc2c(nn1)-c1ccccc1CC2,0,-284,-24,-117,-1,-60,-1,0.3,-47,-229,-4
CCOC(=O)c1nn(-c2ccc(F)cc2)c2c1CC/C2=C/c1ccccc1,-11,4,-12,-15,-5,-21,3,-0.7,-3,12,-4
CCc1nc2cc(NC(=O)C3(C)CCCN(C(C)=O)C3)ccc2o1 (stereo not given),8,-2,-3,-30,-5,/,/,-2.5,-21,-2,-3
CN(c1ccccc1)S(=O)(=O)c1cccc(NC(=O)COc2cccc([N+](=O)[O-])c2)c1,-6,21,-16,-36,-2,-1,2,1.5,-4,1,2
C=C1CCN([C@@H](CC(C)C)C(=O)NCc2ccccc2)S(=O)(=O)c2ccccc21,2,10,-1,-37,-11,0,2,0.4,-14,5,-2
COc1cc(/C=C2/NC(=O)N(CC(=O)Nc3cccc(C)c3)C2=O)ccc1OCC(N)=O,-4,10,3,-5,-4,-3,0,0.9,1,12,4
COc1ccccc1C1CC(=O)Nc2c1c(=O)n(C)c(=O)n2C (stereo not given),13,-6,2,-7,-5,-8,0,0.7,-12,7,14*
Cn1c(=O)c2nc(NCc3ccccc3)cnc2n(C)c1=O,8,10,-1,4,12,2,1,-0.3,3,2,0
O=[N+]([O-])c1ccc(O)c(/C=N/Nc2ccccc2Cl)c1,4,-179,-21,-83,-5,-35,4,-0.5,-27,-276,9
O=C(CNS(=O)(=O)c1ccc2c(c1)OCCCO2)N1CCN(Cc2ccccc2)CC1,-16,11,-1,1,-5,2,-1,-0.1,-29,9,-6
COc1ccccc1N1C(=S)NC2CS(=O)(=O)CC21 (stereo not given),-7,9,4,-12,-20,13,2,-0.7,-9,15,-2
Cc1ccc(S(=O)(=O)Nc2nnc(C3CCCCC3)s2)cc1,4,-18,2,-31,-3,-1,7,0.9,3,-19,-6
O=S1(=O)CC(N2CCC(Cc3ccccc3)CC2)CN1C1CCCC1 (stereo not given),/,4,-3,16,-6,/,/,-0.5,-13,-14,-2
O=C(O)C1C2CCC(O2)C1C(=O)NCc1ccccc1Br (stereo not given),0,14,25,17,-5,-4,0,-1.8,-17,26,-8
CC1CCCC(N2CCN(C(=O)c3ccc(F)cc3)CC2)C1 (stereo not given),/,0,7,-12,1,/,-1,-0.1,0,12,-1
CC(C)(C)C(=O)NC1(C(F)(F)F)NC(=O)N(CCc2ccccc2)C1=O (stereo not given),2,-10,2,-11,-14,0,3,0.1,11,-6,7
COc1cccc(CN(C(=O)COc2ccc(C)cc2)C2CCS(=O)(=O)C2)c1 (stereo not given),-7,7,4,-14,-3,-1,0,-0.4,-11,5,0
COc1ccc(OC)c(C2C(C(=O)c3ccc(C)o3)=C(O)C(=O)N2CCN2CCOCC2)c1 (stereo not given),0,-7,3,-14,-3,2,0,0.5,3,3,3
Cc1ccc(C)c(S(=O)(=O)N2CCCOC2CNC(=O)C(=O)NCCN2CCOCC2)c1 (stereo not given),-5,11,4,-1,-6,9,0,-0.2,2,11,5
CC(=O)Nc1nc(COc2ccc3ccccc3c2)cs1,-5,-349,-15,-64,/,-72,6,1.2,5,-254,-2
CCC(=O)N1CCc2cc(S(=O)(=O)CCC(=O)N3CCN(c4ccccc4F)CC3)ccc21,4,8,-4,-10,-15,0,-1,4.0,3,6,1
O=C(Cc1nc2ccccc2[nH]1)c1ccc(Br)cc1,-2,-199,1,-60,-4,-93,0,-0.1,-28,-203,-1
Cc1cc(C)n(-c2ncc3c(n2)N(CCO)CCOC3=O)n1,2,6,1,-4,-4,0,1,-0.6,-2,23,0
O=C1NC[C@H](CCCCN2C[C@H](Cc3ccccc3)N(Cc3ccccc3)C(=O)C2=O)N(CCC2CCCCC2)C1=O,/,/,/,2,-5,/,/,-0.1,/,-6,1
